TRPV1 agonist – human TRPV1 agonism. Q8NER1. TRPV1-expressing cells, Fluo-8 calcium influx, agonist mode. activation, % at 8.33 µM. 320,000 tested, 0.19% active. AID 540275; in the data active = activation above about 80%; inconclusive = between about 30% and that limit; also: 0% is about no effect
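Cells expressing TRPV1 were dye-loaded with Fluo-8 and read kinetically: 10 s baseline, 3 min after compound (agonist portion), then 2 min after EC20 capsaicin (allosteric enhancer portion). Calcium-bound dye fluorescence at 480/520 nm.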
p53 reactivator – re-activators of mutant p53; H1299 p53-A138V BP100-luciferase reporter, luminescence, 24 h; Potency, µM (titrated, usually from 92.2 µM), inactives show top-dose activity change, positive = activation, usual class: activators; 320,000 tested, 0.063% active; also: potency is read from the fitted curve at half-maximal effect; % of control where 0% means no effect; nearly all actives have a fitted effect of over 45% in size
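H1299 (p53-null), stable ts p53-A138V + BP100-Luc; 1000 cells/well, Opti-MEM/10% FBS; cpd 4 pt, 1:5; 24 h, 37 deg C, 5% CO2; detection reagent 10 min RT; luminescence.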
BRCA1 expr act – BRCA1 expression activation. MCF7-BRCA1-FFLuc reporter, luminescence, 48 h; response scale: scaled: vehicle 0%, 10 µM genistein 100%. Potency, µM (titrated, usually from 46.1 µM), without a hit: at the top dose activation, usual class: activators. 380,000 tested, 1.1% active; also: potency is read from the fitted curve at half-maximal effect; nearly all actives have a fitted effect of over 80% in size; some results filed as inactive show a strong effect at the top dose
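Cells: MCF7-BRCA1-FFLuc, 2000/well. Exposure: 48 h, 37 °C, 5% CO2. Read: luminescence, 15 min post-substrate. Controls: genistein 10 microM (maximal activation), DMSO (neutral).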
Eya2 inh – inhibitors of human Eya2 phosphatase activity; recombinant Eya2, OMFP fluorescence dephosphorylation (OMFP is methylfluorescein phosphate); Potency, µM (doses to about 76.9 µM), for the others: at the highest dose activity, negative = inhibition, usual class: inhibitors; 330,000 tested, 0.006% active; also: potency is read from the fitted curve at half-maximal effect; % is scaled to controls: 0 for no effect and ±100 for the full control effect
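Eya2 (0.2 uM) preincubated 10 min at ambient with compound, then OMFP substrate added at 50 uM; 10 min reaction in 50 mM HEPES pH 7.5, 50 mM NaCl, 5 uM MgCl2, 0.05% BSA, 1 mM DTT. Fluorescence read at Ex 485/Em 525 nm.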
USP2a block – USP2a (human) protease inhibition | 330,000 tested, 0.01% active | O75604 | USP2 core, Ub-CHOP2 coupled fluorogenic reporter, 485/531 | AID 463254 | Potency, µM (titrated, usually from 38.3 µM), inactives show at the top dose activity change, negative = inhibition, most hits filed as inhibitors;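 also: potency is read from the fitted curve at half-maximal effect; plate controls were DMSO wells for no effect and full inhibition by NEM control for full effect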
Target sequence (O75604 whole entry, looked up): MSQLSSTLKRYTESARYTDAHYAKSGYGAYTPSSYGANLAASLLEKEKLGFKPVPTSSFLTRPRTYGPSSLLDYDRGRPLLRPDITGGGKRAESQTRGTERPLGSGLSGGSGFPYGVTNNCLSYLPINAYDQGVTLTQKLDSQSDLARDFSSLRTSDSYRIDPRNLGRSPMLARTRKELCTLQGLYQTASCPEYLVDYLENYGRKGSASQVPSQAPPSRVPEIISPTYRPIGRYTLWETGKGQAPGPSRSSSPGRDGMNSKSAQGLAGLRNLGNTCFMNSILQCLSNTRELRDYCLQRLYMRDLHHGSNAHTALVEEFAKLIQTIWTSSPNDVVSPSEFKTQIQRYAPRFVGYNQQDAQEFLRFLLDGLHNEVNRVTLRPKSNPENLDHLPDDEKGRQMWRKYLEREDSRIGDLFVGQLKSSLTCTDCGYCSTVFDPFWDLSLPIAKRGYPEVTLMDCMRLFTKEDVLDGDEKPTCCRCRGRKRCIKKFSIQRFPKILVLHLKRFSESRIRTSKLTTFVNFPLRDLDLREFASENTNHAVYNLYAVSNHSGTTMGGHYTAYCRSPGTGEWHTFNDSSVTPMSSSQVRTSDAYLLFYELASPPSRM
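Deubiquitinase activity read as fluorescence (485/531 nm) after Ub-CHOP2 cleavage activates the enterokinase reporter on its substrate; USP2 core 10nM, Ub-CHOP2 and substrate 25nM each, 30min compound preincubation then 60min RT; data normalized to NEM, curves fitted.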
TSG101-PTAP inh – blocks PTAP/TSG101 interaction to inhibit HIV-1 budding. 340,000 tested, under 10 active. Q99816. Potency, µM (top dose mostly 115 µM), inactives show at the top dose activity change, negative = inhibition, most hits filed as inhibitors. AID 493005. Fluorescence polarization, FITC-PTAP peptide / Tsg101 binding; active = well fitted inhibition curve with a large enough effect in the main read-out, with a control signal flat, not every such curve was filed as active; inconclusive = small, poorly fitted or top-dose-only effect, or effect the other way, or a change in a side signal; inactive = no such curve, though single readings can be large or run the other way; also: potency is read from the fitted curve at half-maximal effect; % of control where 0% means no effect
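Fluorescence anisotropy tracks displacement of a FITC-tagged PTAP peptide (50 nM) from the Tsg101 binding domain (10 uM), following a 20 min room-temperature incubation at pH 7.5.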
uPA generation – inhibitors of cell surface uPA generation. cell surface uPA generation assay, qHTS. AID 540303. 330,000 tested, 0.31% active. Potency, µM (doses to about 38.3 µM), without a hit: top-dose activity change, negative = inhibition, hits mostly inhibitors; active = well fitted inhibition curve with a large enough effect; inconclusive = small, poorly fitted or top-dose-only effect; inactive = no such curve, though single readings can be large or run the other way; tested in mouse RAW 264.7 cells; also: potency is read from the fitted curve at half-maximal effect; % is scaled to controls: 0 for no effect and ±100 for the full control effect; nearly all actives have a fitted effect of over 55% in size
Integrin act MD – activates integrin-mediated alleviation for muscular dystrophy. alpha7betagal myoblasts, beta-gal FDG fluorescence, 48 h. Potency, µM (series often up to 38.3 µM), without a hit: at the top dose activation, hits mostly activators. 350,000 tested, 0.064% active. AID 624291;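 also: potency is read from the fitted curve at half-maximal effect; 100% = response of the positive control SU9516; nearly all actives have a fitted effect of over 60% in size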
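alpha7betagal+/- myoblasts (passage 13, 250/well) treated 48 h at 37C with compounds at 1:260 dilution of DMSO stock. Lysed, then beta-galactosidase activity read as FDG fluorescence (ex 480/em 540) after 30 min, with pre-read for autofluorescence.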
ELG1 genotoxic – genotoxicity induction in ELG1-luciferase HEK293T cells | HEK293T ELG1-luciferase reporter, luminescence, 16 h | Potency, µM (highest dose often 46 µM), inactives show top-dose activity change, positive = activation, hits mostly activators | 330,000 tested, 1.3% active; also: potency is read from the fitted curve at half-maximal effect; % of control where 0% means no effect; nearly all actives have a fitted effect of over 60% in size
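Genotoxicity was scored as increased ELG1-luciferase reporter signal, measured by ONE-Glo luminescence (30 min, room temperature). Compound or vehicle exposure of the HEK293T reporter cells lasted 16 hr at 37°C.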
B2AR arrestin – beta2AR (human) beta-arrestin recruitment activity. P07550. AID 492947. Potency, µM (highest dose often 46.1 µM), inactives show at the highest dose activation, hits mostly activators. 330,000 tested, 0.02% active. beta-arrestin recruitment to beta2AR, cell-based reporter;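 also: potency is read from the fitted curve at half-maximal effect; 0% = DMSO controls and full agonism = EC100 isoproterenol or metaproterenol; nearly all actives have a fitted effect of over 65% in size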
Target sequence (P07550 whole entry, looked up): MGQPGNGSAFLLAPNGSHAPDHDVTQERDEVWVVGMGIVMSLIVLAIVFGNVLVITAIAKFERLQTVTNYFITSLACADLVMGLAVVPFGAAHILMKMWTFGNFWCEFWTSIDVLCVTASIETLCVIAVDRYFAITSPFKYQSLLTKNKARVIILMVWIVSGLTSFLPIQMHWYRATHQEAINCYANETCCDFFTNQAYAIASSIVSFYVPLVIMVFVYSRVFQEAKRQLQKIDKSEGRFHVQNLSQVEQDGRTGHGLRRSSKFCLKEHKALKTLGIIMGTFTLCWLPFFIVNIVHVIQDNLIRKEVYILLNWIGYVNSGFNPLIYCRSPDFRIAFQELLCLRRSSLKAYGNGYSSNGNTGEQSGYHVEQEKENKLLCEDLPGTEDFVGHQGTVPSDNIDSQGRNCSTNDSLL
ASM inhibitor – human S-ASM enzyme inhibition. P17405. Potency, µM (titrated, usually from 57.5 µM), inactives show top-dose activity change, negative = inhibition, usual class: inhibitors. 340,000 tested, 0.006% active. placental ASM, HMU-PC fluorogenic substrate, 60 min; also: potency is read from the fitted curve at half-maximal effect
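Human placenta-derived ASM enzyme was preincubated with compound for 10 minutes at room temperature, then given fluorogenic substrate HMU-PC0 (9 uM final) for 60 minutes at 37 °C; a pH 10 stop preceded fluorescence reading at Ex 386/Em 447 nm.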
* marks the source's active call; other numbers are inactive results; ? = inconclusive; nt = no result given; [ ] = dose if it differs, or a comment. Unless noted, calls follow the shape of the dose curve; as a rule, active = well fitted curve in the direction sought with a large enough effect; inconclusive = small, poorly fitted or top-dose-only effect, or another doubt; inactive = no such curve, though single readings can be large; an effect the other way counts as inactive or inconclusive.

SMILES | TRPV1 agonist | p53 reactivator | BRCA1 expr act | Eya2 inh | USP2a block | TSG101-PTAP inh | uPA generation | Integrin act MD | ELG1 genotoxic | B2AR arrestin | ASM inhibitor
Cc1onc(-c2c(Cl)cccc2Cl)c1C(=O)NCc1ccc(S(N)(=O)=O)cc1 | -2 | 5% | -14% | -3% | -1% | -6% | 5% | -14% | -1% | -0.3% | 3%
O=C(NC(Cc1ccccc1)C(=O)O)/C(=C\c1ccco1)NC(=O)c1ccccc1Br (configuration not stated) | -1 | -2% | -3% | 3% | 5% | -5% | -1% | -13% | -3% | 0.5% | 2%
CC(=O)Nc1ccccc1OC(C)C(=O)NC(C)c1ccc(F)cc1 (configuration not stated) | -2 | -6% | 0% | -10% | 1% | -2% | -17% | -4% | 0% | -0.2% | 2%
Cc1c(CN2CCC(C(=O)Nc3ccc(Oc4ccccc4)nc3)CC2)cnn1C | 1 | 0% | -4% | 7% | 3% | -3% | -1% | -30% | -2% | 0.3% | -2%
CCOc1cc(CO)ccc1OCC(=O)N1CCCCC1 | -2 | 2% | 1% | -9% | 3% | -3% | -1% | -4% | -1% | -0.2% | 1%
Nc1c(S(=O)(=O)O)cc(NC(=O)c2ccccc2)c2c1C(=O)c1ccccc1C2=O | 1 | -4% | -19% | 0% | -9% | -20% | 3% | 14% | -1% | -0.8% | ?
O=C(N/N=C/c1ccccc1F)c1ccc(COc2ccccc2Cl)o1 | 6 | 2% | 0% | -2% | 2% | -4% | -6% | 14% | 0% | -0.1% | -9%
CNC(=O)C(=O)N/N=C/c1cccnc1 | -2 | 1% | -21% | 7% | -2% | -1% | -9% | -11% | 0% | -0.6% | 0%
Cc1noc2ncnc(N3CCN(c4cccc(Cl)c4)CC3)c12 | 2 | -2% | -25% | 5% | 2% | 0% | ? | -46%[inhibitor] | -13% | 0.0% | -5%
NC(=O)NN=C1CCn2cccc21 | nt | nt | -19% | nt | nt | -1% | -5% | 20% | nt | nt | 3%
CCOC(=O)c1c(NC(=O)C2=C(C)NC(=S)NC2c2ccccc2C(F)(F)F)sc(C)c1C (configuration not stated) | -2 | -10% | 9% | -4% | 2% | 0% | 2% | 5% | -1% | 0.3% | 24%
Cc1csc(NC(=O)C2CCCC2)n1 | -1 | ? | ? | -12% | -4% | 0% | -1% | 9% | ? | -0.1% | -5%
CCc1noc(C)c1C(=O)N(CCOC)c1c(N)n(CC(C)C)c(=O)[nH]c1=O | -7 | 3% | 0% | -8% | -1% | -4% | -1% | -24% | 3% | -0.8% | 6%
CCOc1cc(CNCC2CCCN2CC)cc(Cl)c1OC (configuration not stated) | 1 | -11% | 30% | -5% | 2% | -3% | 2% | -7% | 0% | 0.3% | 3%
CC1(c2ccc3ccccc3c2)NC(=O)N(CC(=O)N2CCC(C(N)=O)CC2)C1=O (configuration not stated) | -4 | 1% | 3% | 2% | 1% | -6% | -1% | 2% | -8% | -0.4% | 2%
Cc1nc(CCNC(=O)c2cccs2)cs1 | -5 | 9% | 24% | 0% | 2% | -7% | 7% | -17% | 5% | 0.1% | 1%
COc1ccc2nc(SCC(=O)Nc3ccccc3C#N)[nH]c2c1 | -1 | 1% | -43% | 2% | 4% | -4% | 3% | -6% | 4% | -0.2% | -1%
COC(=O)c1ccc(CN2CCCC(C(=O)Nc3ccc(-c4ccn[nH]4)cc3)C2)cc1 (configuration not stated) | 3 | 13% | -16% | 3% | 1% | 1% | 10% | 13% | -9% | -0.1% | 3%
CCC(=O)Nc1cccc2cccnc12 | -2 | 5% | -5% | 11% | 2% | -6% | -6% | ? | 8% | -0.2% | 0%
Cc1nc(CN2CCCC2=NC#N)n(-c2ccccc2)n1 | -2 | 6% | -29% | -1% | 4% | -5% | nt | -3% | 0% | -0.6% | 1%
Cc1cc2nc(-c3ccc(SCC(=O)N4CCN(C(=O)c5ccco5)CC4)nc3)[nH]c2cc1C | 3 | 8% | 56% | 9% | -3% | nt | ? | -4% | -5% | 0.2% | -27%
COc1cccc(OC)c1C(=O)Nc1ccc(Br)c(C(=O)c2ccccc2)c1 | 11 | -12% | -11% | ? | 4% | -4% | -6% | 10% | -17% | -1.1% | -1%
COc1ccccc1CN1CCCCC1C(=O)O (configuration not stated) | 2 | -1% | -5% | 6% | 1% | 0% | -1% | 21% | -1% | -0.1% | 0%
Cc1ccc(NC(=S)N2CCN(CCN3C(=O)c4cccc5cccc(c45)C3=O)CC2)cc1 | -2 | -8% | -47% | -12% | -1% | 0% | 2% | -19% | -3% | -0.6% | -1%
Cc1onc(-c2c(F)cccc2Cl)c1C(=O)N=C(N)N1CC(C)OC(C)C1 (configuration not stated) | 10 | -1% | 0% | ? | 3% | -1% | -3% | -20% | -3% | -0.3% | -1%
Cc1ccc(C)c(S(=O)(=O)NC2CCSC2=O)c1 (configuration not stated) | -3 | -4% | 11% | -25% | -1% | 1% | -3% | 1% | 0% | -0.3% | 2%
Cc1ccc(C)c(N(CC(=O)NC2CCCC2)C(=O)CCC(=O)Nc2cc(C)on2)c1 | 1 | 2% | -8% | 13% | 0% | -2% | -4% | 6% | -5% | -0.1% | -3%
COc1ccccc1NC(=S)NC1CCCCCC1 | 15 | ? | -5% | -24% | 1% | -2% | 3% | -23% | -3% | 0.2% | 0%
CC1=CC2=NC(=O)/C(=C/c3cccn3Cc3ccccc3)C(=N)N2O1 | ? | 0% | -34% | 2% | -1% | -5% | 0% | -21% | -3% | -0.4% | -1%
Cc1ccc([C@H]2C(C(=O)O)=CC[C@@H](c3cccc(C)c3)N2S(=O)(=O)c2ccc(C)cc2)cc1 | nt | 4% | 1% | -26% | -2% | -4% | 1% | 0% | -2% | -1.3% | 13%
CCCCN(CCCC)c1nc(OC)nc(-n2nnc(C(C)=O)c2C)n1 | ? | -7% | -38% | -26% | 2% | -13% | -10% | 9% | -10% | 0.3% | -18%
CCOc1ccc2nc(N3CCC(C(=O)N4CCN(c5ccccn5)CC4)CC3)sc2c1 | ? | -2% | -14% | ? | 0% | -1% | -20% | -32% | 7.3µM* | 0.5% | -4%
COc1ccc(CNC(=O)CN2CCC(NC(=O)c3ccc(OC)cc3)CC2)cc1 | 1 | -7% | 17% | 2% | 2% | 1% | 1% | 16% | 3% | -0.5% | -1%
CC(C)(C)Nc1nc(-c2ccc3c(c2)CCN3C(=O)C2CC2)cs1 | 2 | ? | ? | 11% | 5% | -2% | -16% | ? | ? | 0.3% | -1%
O=C1CCC/C1=C/Nc1ccc(Cl)cc1 | ? | 12% | ? | -11% | 0% | 4% | -10% | 11% | 11% | -0.3% | 4%
CCOC(=O)N1CCN(C(=O)c2ccc3c(c2)NC(=O)/C(=C/c2ccccc2)S3)CC1 | -1 | -10% | -34% | 4% | 3% | 1% | 1% | -13% | -1%[9.26 µM] | -0.5% | -13%
Cn1c(=O)c2cc(S(=O)(=O)Nc3cccc(F)c3)ccc2n(C)c1=O | -2 | -4% | -45% | 15% | -1% | -1% | -2% | 26% | -4% | 0.1% | -3%
CCOc1ccccc1NC(=O)CN(c1ccc(Cl)cc1)S(C)(=O)=O | 4 | nt | -34% | -3% | -1% | -2% | -4% | -3% | 0% | -0.6% | 1%
O=C(COC(=O)c1cc(Cl)ccc1O)NNC(=O)c1ccc([N+](=O)[O-])cc1 | -6 | 9% | -21% | 2% | -1% | -2% | 4% | -7% | -2% | -0.3% | -2%
O=C(O)/C=C\C(=O)Nc1ccccc1F | -6 | -1% | -17% | -2% | -1% | -1% | 0% | 26% | -1% | 0.5% | 3%
C/C(=N\NC(=S)NC(C)C)c1ccco1 | 6 | -3% | 17% | 8% | 0% | -1% | 1% | 2% | -1% | ? | 5%
NC(=O)c1ccc(-n2nnnc2SCC(=O)NC2CCCCC2)cc1 | 3 | 2% | -1% | -1% | -3% | -2% | -4% | 13% | 1% | -0.2% | 1%
CCc1nnc(NC(=O)CSc2nc3c(C)cccc3[nH]2)s1 | 2 | 12% | -15% | 6% | -1% | -3% | -7% | 4% | 1% | -0.3% | -3%
CCN(CC)CC(=O)Nc1scc2c1c(=O)oc1ccccc12 | -3 | 10% | 11µM* | -2% | 0% | -1% | -2% | -22% | 12% | -0.5% | -3%
O=C1CC(c2ccc3c(c2)OCO3)C2=C(CCCC2=O)N1 (configuration not stated) | 0 | -1% | 7% | -17% | 0% | 3% | 6% | 18% | 0% | -0.2% | 1%

Assay outcomes (PubChem BioAssay)
